Screening data (PubChem BioAssay)
PI5P4Ka inh – PI5P4K alpha (human) kinase inhibition | P48426 | PI5P4Kalpha enzyme, ADP-Glo luminescence, 60 min; stronger effect = lower value | max response, % | 1.2% of 330,000 active | AID 652105; active means max response of -50% or lower; inconclusive means between -30% and -50%; inactive means -30% or higher; further: value at the top dose of about 77 µM; on the % scale 0 is the no-effect control and ±100 the full control effect
Target sequence (P48426 whole entry, looked up): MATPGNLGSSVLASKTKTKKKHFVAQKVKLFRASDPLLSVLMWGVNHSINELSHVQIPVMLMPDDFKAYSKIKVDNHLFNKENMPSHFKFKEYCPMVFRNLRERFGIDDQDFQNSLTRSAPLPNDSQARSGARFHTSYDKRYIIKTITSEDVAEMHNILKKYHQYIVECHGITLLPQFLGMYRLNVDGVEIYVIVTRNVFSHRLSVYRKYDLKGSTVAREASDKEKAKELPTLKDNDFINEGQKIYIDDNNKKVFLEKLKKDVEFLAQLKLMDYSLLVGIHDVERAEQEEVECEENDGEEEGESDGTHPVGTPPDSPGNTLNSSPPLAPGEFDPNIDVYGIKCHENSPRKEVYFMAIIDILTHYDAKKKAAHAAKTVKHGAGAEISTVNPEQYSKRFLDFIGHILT
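Compounds were pin-transferred onto PI5P4Kalpha and substrate in HEPES pH 7.4 buffer with EGTA, CHAPS and 5% DMSO. ATP (5 microM final) started the reaction, which ran 60 minutes at room temperature before ADP-Glo detection.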
EPAC1 antagonist – antagonists of human EPAC1; O95398; EPAC1 GEF assay, Rap1b-BODIPY-GDP exchange fluorescence; Potency, µM (top dose mostly 115 µM), without a hit: at the highest dose activity change, negative = inhibition, hits mostly inhibitors; 0.14% of 360,000 active; AID 720709;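 further: potency means the concentration at half of the fitted maximal effect; plate controls were vehicle for no effect and positive control for full effect; nearly all actives have a fitted effect of over 50% in size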
EPAC2 antag – antagonists of human EPAC2. EPAC2 GEF exchange of Rap1B-BODIPY-GDP, fluorescence. Potency, µM (series often up to 114 µM), without a hit: at the top dose activity, negative = inhibition, actives largely listed as inhibitors. 0.18% of 360,000 active. AID 720708; further: potency means the concentration at half of the fitted maximal effect; on the % scale 0 is the no-effect control and ±100 the full control effect; nearly all actives have a fitted effect of over 45% in size; many of its hits are not listed in these tables
WRN helicase inh – WRN helicase (human) inhibition; 0.46% of 360,000 active; Potency, µM (highest dose often 114 µM), for the others: at the highest dose activity change, negative = inhibition, actives largely listed as inhibitors; AID 651768; WRN helicase unwinding, fluorescent forked duplex, kinetic; Q14191; further: potency means the concentration at half of the fitted maximal effect; on the % scale 0 is the no-effect control and ±100 the full control effect; nearly all actives have a fitted effect of over 55% in size
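Kinetic fluorescence helicase assay: unwinding of a quenched forked DNA duplex (100 nM final) with 2 mM ATP final raises red fluorescence (525/598 nm). Compounds sat 15 min at room temperature with 20 nM WRN beforehand.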
CCT modulator – changes cytosolic chaperonin activity; purified chaperonin ATPase assay, HTRF ADP detection, 30 min; activity change, % (test concentration not listed), hits read low; 0.3% of 360,000 active; in the data active means activity change below about -30%; further: on the % scale 0 is the no-effect control and ±100 the full control effect
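ATPase activity: ADP formed was measured by HTRF Transcreener (665/615 nm ratio) after 30 min at 37 deg C with 10 uM ATP. Compounds screened at one 76 uM concentration against 40 or 20 nM TRiC in Tris pH 7.4/KCl/MgCl2/DTT buffer.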
PLK1 PBD inh – inhibitors of human PLK1 polo-box domain binding | P53350 | Plk1 PBD binding of FITC phosphopeptide, fluorescence polarization | Potency, µM, inactives show max response, negative = inhibition, most hits filed as inhibitors | 2.8% of 360,000 active; further: potency means the concentration at half of the fitted maximal effect; series mostly up to about 57 µM; on the % scale 0 is the no-effect control and ±100 the full control effect; nearly all actives have a fitted effect of over 65% in size
Target sequence (P53350 whole entry, looked up, the tested form may be a part): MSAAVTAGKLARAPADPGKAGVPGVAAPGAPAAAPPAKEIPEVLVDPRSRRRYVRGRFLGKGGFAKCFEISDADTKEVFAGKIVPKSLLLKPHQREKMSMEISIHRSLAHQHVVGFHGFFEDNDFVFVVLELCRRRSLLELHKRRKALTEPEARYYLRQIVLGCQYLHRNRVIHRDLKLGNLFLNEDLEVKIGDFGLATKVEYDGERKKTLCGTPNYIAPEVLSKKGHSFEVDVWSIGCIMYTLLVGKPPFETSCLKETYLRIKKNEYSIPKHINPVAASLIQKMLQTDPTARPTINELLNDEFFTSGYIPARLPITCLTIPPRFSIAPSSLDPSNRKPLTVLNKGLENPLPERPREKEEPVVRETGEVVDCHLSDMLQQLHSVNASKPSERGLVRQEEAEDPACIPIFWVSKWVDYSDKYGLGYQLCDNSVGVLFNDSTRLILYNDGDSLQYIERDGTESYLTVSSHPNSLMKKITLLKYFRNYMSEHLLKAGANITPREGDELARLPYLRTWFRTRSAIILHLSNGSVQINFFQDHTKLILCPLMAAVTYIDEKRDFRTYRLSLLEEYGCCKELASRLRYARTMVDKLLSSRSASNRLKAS
EPAC1 agonist – activates human EPAC1 exchange factor. O95398. EPAC1 agonist qHTS, biochemical assay; response scale: 100% = response to 6.5 mM cAMP. Potency, µM (highest dose often 154 µM), without a hit: at the highest dose activation, usual class: activators. 0.073% of 360,000 active. AID 720707; further: potency means the concentration at half of the fitted maximal effect; nearly all actives have a fitted effect of over 60% in size
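Fluorescent GDP-exchange assay: 100 nM EPAC1 with 250 nM Rap1B preloaded with BODIPY-GDP and 50 uM GDP; compounds tested as concentration series, 5 min at room temperature, then read every 5 min for 30 min (ex 480/em 540 nm); normalized to 6.5 mM cAMP.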
Mm-Cpn inhibitor – M. maripaludis TRiC chaperonin inhibition. purified Mm-Cpn ATPase, ADP Transcreener TR-FRET. Potency, µM (series often up to 76.9 µM), for the others: top-dose activity, negative = inhibition, most hits filed as inhibitors. 0.031% of 330,000 active. AID 504842; further: potency means the concentration at half of the fitted maximal effect; on the % scale 0 is the no-effect control and ±100 the full control effect; nearly all actives have a fitted effect of over 80% in size
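Measured: ADP formation by purified Mm-CPN. Conditions: 25 nM protein, 10 uM ATP, Tris pH 7.4 with Mg2+, K+ and DTT, 37°C for 30 min. Detection: Transcreener HTRF after 30 min at room temperature.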
An asterisk follows results filed as active; u = inconclusive; x = not tested or not shown; [ ] = dose if it differs, or a comment. Unless noted, the call rests on the fitted dose curve; in most records, active means well fitted curve in the direction sought with a large enough effect; inconclusive means small, poorly fitted or top-dose-only effect, or another doubt; inactive means no such curve, though single readings can be large; an effect the other way counts as inactive or inconclusive. This is a subset; count on the stated rates, not on these rows.

#	compound	EPAC2 antag	WRN helicase inh	EPAC1 agonist	PI5P4Ka inh	EPAC1 antagonist	PLK1 PBD inh	Mm-Cpn inhibitor	CCT modulator
1	CC(Cc1ccccc1)NCCC(=O)NC(C)Cc1ccccc1 (centres undefined)	10%	2%	4%	-1	4%	-3%	-2%	0.7
2	CC(O)C1C=CC=CC(=O)OC2CC3OC4C5OC5(C)C(O)CC4(COC(=O)C(O)C(C)CCO1)C2(C)C31CO1 (centres undefined)	12%	9%	7%	-1	8%	-2%	x	-2.4
3	COCCNC(=O)c1c(NC(=O)c2ccco2)n(Cc2ccccc2)c2nc3ccccc3nc12	8%	-19%	-4%	-8	4%	-6%	0%	0.9
4	O=C(c1cccc(C(F)(F)F)c1)C1CCCN(Cc2ccccc2O)C1 (centres undefined)	-10%	-7%	18%	-7	8%	-9%	0%	-2.7
5	O=Cc1cn(Cc2ccccc2F)c2ccccc12	-18%	4%	17%	2	-15%	-7%	2%	0.1
6	CCN1CCN(Cc2cc(Br)cc(Br)c2O)CC1	4%	-5%	2%	2	2%	-1%	-2%	1.2
7	CC1CCC(C(C)C)C(OC(=O)COC(=O)c2ccccc2N)C1 (centres undefined)	-26%	-12%	-4%	8	u	-10%	4%	-2.3
8	NC(N)=Nc1ccc2[nH]c3c(c2c1)C[C@@]1(O)[C@H]2Cc4ccc(O)c5c4[C@@]1(CCN2CC1CC1)[C@H]3O5	15%	u	-14%	u	-10%	0.95µM*	u	-3.1
9	CCOC(=O)C(O)(c1ccc(NC(=O)c2ccc(Cl)c(Cl)c2)cc1)C(F)(F)F (centres undefined)	-11%	-9%	8%	4	-17%	-2%	-4%	-2.5
10	Cc1ccc(S(=O)(=O)N(c2cc(Cl)c(O)c(Cl)c2)P(=O)(OC(C)C)OC(C)C)cc1	1%	-2%	1%	-8	0%	4%	-2%	-1.2
11	CC1CCN(CC#CCOc2ccc(Cl)cc2)CC1	-16%	-4%	1%	-6	4%	-2%	-2%	-2.2
12	CC(C)CCn1c(N)c(C(=O)OCC2CCCO2)c2nc3ccccc3nc21 (centres undefined)	-12%	-6%	6%	-1	-29%	-10%	-7%	-6.7
13	CN1C(=O)C(=Cc2cn(CC(=O)N3CCCC3)c3ccccc23)C(=O)N(C)C1=O	0%	-2%	10%	1	-2%	27µM*	-1%	-1.4
14	COc1ccc(Cn2c(O)c(/C=N/NC(=O)c3ccccc3)c(=O)[nH]c2=O)cc1	3%	-13%	9%	u	-11%	-3%	3%	-2.0
15	COc1cccc(C2=NOC(C(=O)N3CCC4(CC3)OCCO4)C2)c1 (centres undefined)	-8%	-8%	3%	x	-1%	3%	3%	-4.3
16	COc1ccc(S(=O)(=O)N2CC3CC(C2)c2cccc(=O)n2C3)cc1 (centres undefined)	1%	-10%	10%	-1	-8%	-14%	1%	-3.9
17	CC1CCCCC1NC1CCN(C)CC1 (centres undefined)	3%	2%	15%	3	-22%	-6%	2%	-2.3
18	CCc1cc2c(s1)NC(=O)CN=C2c1cccs1	2%	8%	11%	x	7%	-10%	-1%	-2.3
19	COc1ccc2[nH]cc(CCN)c2c1	-2%	-4%	-2%	-9	8%	-16%	-2%	1.9
20	O=C1NC(=O)N(c2ccc3c(c2)OCO3)C(=O)/C1=C/c1cccs1	-3%	-17%	-2%	-27	-3%	2.1µM*	-5%	-3.2
21	COC(=O)[C@]1(C)C[C@H]1[C@H](NP(=O)(c1ccccc1)c1ccccc1)c1ccccc1	2%	-8%	-5%	-2	-9%	-6%	-1%	0.5
22	COc1ccccc1N(CC(=O)NC1CCCC1)C(=O)c1cnn(C(C)C)c1	9%	0%[57.1 µM]	-2%	-6	4%	-5%	2%	0.5
23	COc1ccc(CNCCc2ccc(Cl)cc2)c(OC)c1OC	2%	3%	9%	10	-2%	-1%	-7%	0.8
24	COc1ccc(/C=C2\Oc3cc(OC(=O)N4CCOCC4)ccc3C2=O)c(OC)c1	15%	10%	u	-6	26%	-19%	1%	-0.3
25	COCCCNP1(=O)OCC(C)([N+](=O)[O-])CO1 (centres undefined)	9%	9%	-5%	6	0%	-6%	x	-1.0
26	CCCCCCNc1nc(OC)nc(N2CC3CC(C2)c2cccc(=O)n2C3)n1 (centres undefined)	-4%	-3%[57.1 µM]	-4%	7	-7%	2%	-1%	-1.9
27	CN(C)c1nc(OCCNC(=O)COc2ccc(Cl)cc2Cl)nc(N2CCCCC2)n1	-4%	-4%	12%	x	-12%	-1%	1%	0.1
28	COc1cc([C@@H]2c3cc4c(cc3[C@@H](OC)[C@H]3COC(=O)[C@H]23)OCO4)cc(OC)c1O	-4%	-5%	10%	-5	0%	-6%	-1%	-0.1
29	COC1=C(OC)[C@]23CCc4ccc(OC)c(OC)c4[C@]2(CCN3C)CC1=O	-4%	-7%	-12%	4	-11%	-21%	3%	-1.9
30	CN1CCN(Cc2ccc(OC(F)(F)F)cc2)CC1	1%	13%	-3%	0	8%	-6%	0%	1.5
31	CNC(=O)N(C)c1nnc(C(C)(C)C)s1	9%	6%	0%	x	21%	5%	-2%	-1.2
32	C#CC[N+]1(C)C2CCC1CC(O)C2 (centres undefined)	-3%	-8%	-12%	-4	13%	3%	1%	1.0
33	CC(C)CN1CCN(Cc2c(F)cccc2Cl)CC1CCO (centres undefined)	5%	6%	-10%	-5	-25%	-9%	0%	-1.9
34	O=C(c1ccc(Cl)cc1)C1CCCN(Cc2cccn2-c2cccnc2)C1 (centres undefined)	u	-16%	15%	5	-16%	-15%	-6%	-0.2
35	Cn1c(O)c(C=NCCCNC2CCCCC2)c(=O)n(C)c1=O	14%	4%	-2%	1	-7%	0%	0%	-3.0
36	NCCNc1ccc([N+](=O)[O-])c2cccnc12	4%	10%	-7%	-3	4%	1%	1%	-1.1
37	CC[C@H](C)[C@@H]1NC(=O)CNC(=O)c2csc(n2)[C@H](C(C)(C)O)OC(=O)C(C)(C)[C@H](CCCC(C)(Cl)Cl)OC(=O)c2csc1n2	-27%	-4%	-11%	2	-20%	0%	x	-0.1
38	COc1cc(/C=N/NC(=O)CN2CCCCC2)ccc1OCc1ccccc1	-15%	-12%[57.1 µM]	-8%	0	u	2%	0%	0.2
39	CCOC(=O)C(O)(c1cn(C)c2ccccc12)C(F)(F)F (centres undefined)	27%	-17%	-22%	3	-7%	-9%	u	1.7
40	COc1cc2[nH]c(=O)n(-c3cccc(Cl)c3)c(=O)c2cc1OC	3%	11%	-5%	-3	8%	0%	-2%	-1.7
41	Cn1c(=O)cc(SCC(=O)N2CCC3(CC2)OCCO3)c2ccc(Cl)cc21	-6%	-8%	3%	3	-1%	-13%	0%	-5.5
42	Clc1cc(Cl)cc(NC2=NCCS2)c1	-10%	-21%	6%	16	10%	-6%	u	-1.3
43	CCc1cc(=O)oc2c(C)c(OCC(=O)N3C[C@H]4C[C@@H](C3)c3cccc(=O)n3C4)ccc12	-10%	-5%	-3%	5	-6%	-10%	1%	-1.8
44	CCCNC(=O)N1C2CCC1CC(O)(c1cccnc1)C2 (centres undefined)	2%	-7%	-1%	2	0%	-11%	2%	-0.4
45	O=C1NCN(c2ccccc2)C12CCN(C(c1ccnc3ccccc13)c1nnnn1C1CCCCC1)CC2 (centres undefined)	-2%	3%	-9%	0	-4%	-8%	x	-3.0
46	Cn1cc(C(=O)OCC(=O)NC2CCCC2)c2ccccc21	4%	4%	0%	4	6%	5%	0%	-0.3
47	Cc1onc(-c2c(Cl)cccc2Cl)c1C(=O)Nc1ccc2c(C(F)(F)F)cc(=O)oc2c1	u	-2%	9%	8	u	-10%	-10%	0.5
48	CC(C)(C)N1CC(C(=O)c2ccccc2)C1c1ccccc1 (centres undefined)	-1%	3%	-1%	0	2%	-12%	x	-1.6
49	Cn1c(O)c(Cc2ccc(OCc3ccccc3)cc2)c(=O)n(C)c1=O	-22%	2%	-13%	3	2%	-7%	-1%	0.0
50	Cc1nn(Cc2ccccc2)c(C)c1C(=O)OCC(=O)Nc1ccccc1SCC#N	-4%[57.1 µM]	4%	3%	-4	6%	-4%	-3%	-1.6

(listing goes on)
#	compound	EPAC2 antag	WRN helicase inh	EPAC1 agonist	PI5P4Ka inh	EPAC1 antagonist	PLK1 PBD inh	Mm-Cpn inhibitor	CCT modulator
51	COc1ccc2[nH]c3c(c2c1)CCN=C3C	-11%	4%[11.6 µM]	11%	-11	-2%	-10%	1%	-2.9
52	CC(=O)[C@H]1CC[C@H]2[C@@H]3CC=C4C[C@@H](OS(=O)(=O)O)CC[C@]4(C)[C@H]3CC[C@]12C	-25%	-5%	-7%	-1	u	-9%	x	0.5
53	CCOc1ccc(C2SCC(=O)Nc3c2c(C)nn3C2CCOC(C)(C)C2)cc1 (centres undefined)	-2%	2%	-2%	7	-1%	-3%	0%	0.7
54	COc1ccc(-n2c(-c3ccccc3Br)nc3ccccc3c2=O)cc1	u	0%	9%	4	-5%	-5%	3%	-2.7
55	N#Cc1cc(NC(=O)c2ccc(Cl)cc2)ccc1Sc1ccccc1	u	-17%	-14%	-4	5%	-4%	x	2.7
56	CC1(CCO)C(=O)NC(=S)NC1=O	2%	4%	16%	13	12%	-5%	x	-6.0
57	CC1(C)CC(n2[nH]c(=O)c3c2NC(=O)CSC3c2ccccc2)CCO1 (centres undefined)	30%[activator]	-2%	-7%	-6	9%	u	1%	1.5
58	CO[C@H]1[C@@H](OC)CC(OC2OC(CO)C(O)C(O)C2O)/C(=C\C#N)[C@@H]1O (some centres undefined)	11%	1%	-1%	-2	3%	-3%	7%	-0.8

3 structures from above, ordered by length of the SMILES, lowest first:
#	compound	EPAC2 antag	WRN helicase inh	EPAC1 agonist	PI5P4Ka inh	EPAC1 antagonist	PLK1 PBD inh	Mm-Cpn inhibitor	CCT modulator
23	COc1ccc(CNCCc2ccc(Cl)cc2)c(OC)c1OC	2%	3%	9%	10	-2%	-1%	-7%	0.8
27	CN(C)c1nc(OCCNC(=O)COc2ccc(Cl)cc2Cl)nc(N2CCCCC2)n1	-4%	-4%	12%	x	-12%	-1%	1%	0.1
3	COCCNC(=O)c1c(NC(=O)c2ccco2)n(Cc2ccccc2)c2nc3ccccc3nc12	8%	-19%	-4%	-8	4%	-6%	0%	0.9
